OX1R antag-1: OX1R (human) antagonism; O43613; OX1R-expressing cells, FRET antagonist read-out; 1.8% of 330,000 active; inhibition, % at 6.6 µM; AID 485270; in the data active = inhibition mostly above about 38%, no sharp cut-off; inactive = mostly below about 40%;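 note: 0% = agonist challenge alone and 100% = reference antagonist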
Target sequence (O43613 whole entry, looked up): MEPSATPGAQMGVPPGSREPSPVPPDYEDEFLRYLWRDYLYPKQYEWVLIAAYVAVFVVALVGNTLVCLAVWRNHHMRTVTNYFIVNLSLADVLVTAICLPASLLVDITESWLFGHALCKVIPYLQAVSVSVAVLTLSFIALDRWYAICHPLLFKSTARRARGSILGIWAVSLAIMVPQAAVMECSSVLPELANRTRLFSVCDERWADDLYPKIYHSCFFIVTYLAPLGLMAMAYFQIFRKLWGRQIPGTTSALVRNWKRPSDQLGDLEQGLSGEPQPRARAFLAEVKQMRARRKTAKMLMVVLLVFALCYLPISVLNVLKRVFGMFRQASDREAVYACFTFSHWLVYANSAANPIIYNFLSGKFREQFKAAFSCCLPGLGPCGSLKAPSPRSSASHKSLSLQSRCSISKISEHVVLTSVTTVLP
OX1R antag-2: antagonists of human orexin 1 receptor | CHO/OX1R cells, Fluo-8 calcium fluorescence, orexin A | inhibition, % at 5 µM | AID 434989 | 0.43% of 330,000 active;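 active = inhibition above its plate's threshold, mean inhibition of all tested compounds on the plate plus 3 SD, cut at about 37% in these data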;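 note: 0% = orexin A challenge wells and 100% = SB-334867-A antagonist wells; not every result past the cut was called active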
CHT allo act: human CHT allosteric activation; 0.49% of 310,000 active; CHT-expressing cells, membrane potential dye, choline EC20; active compounds read high; LV-AA mutant CHT in HEK293 cells; B-score at 10 µM; AID 488977; Q9GZV3;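 active = initial fluorescence not abnormally high and integrated response B-score, plate-corrected, over 3 SD above library mean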
Target sequence (Q9GZV3 whole entry, looked up): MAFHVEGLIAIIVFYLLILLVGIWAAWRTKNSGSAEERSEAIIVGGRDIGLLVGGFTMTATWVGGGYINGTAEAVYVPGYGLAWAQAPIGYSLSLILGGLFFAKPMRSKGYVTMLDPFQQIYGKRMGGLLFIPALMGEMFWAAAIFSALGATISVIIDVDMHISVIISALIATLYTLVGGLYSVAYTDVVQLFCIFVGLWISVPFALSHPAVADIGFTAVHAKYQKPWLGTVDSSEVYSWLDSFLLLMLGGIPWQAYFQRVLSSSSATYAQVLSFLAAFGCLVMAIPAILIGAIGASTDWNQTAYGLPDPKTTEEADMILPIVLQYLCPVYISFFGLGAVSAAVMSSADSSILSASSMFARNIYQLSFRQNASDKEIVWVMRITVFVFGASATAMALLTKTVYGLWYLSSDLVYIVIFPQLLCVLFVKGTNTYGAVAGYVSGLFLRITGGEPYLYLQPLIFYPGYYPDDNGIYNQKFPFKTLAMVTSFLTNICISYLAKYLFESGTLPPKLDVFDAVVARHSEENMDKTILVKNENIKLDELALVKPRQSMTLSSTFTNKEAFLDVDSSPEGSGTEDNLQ
* = called active by the depositor; i = inactive; . = not tested or not shown; & = joins results of further samples.

| # | compound | OX1R antag-1 | OX1R antag-2 | CHT allo act |
| --- | --- | --- | --- | --- |
| 1 | O=C(c1ccc2c(c1)OCO2)N1CCN(c2ccc(Cl)cc2)CC1 | -3 | -6 | i |
| 2 | CC(=O)c1sc(NC(=O)c2ccc(Br)o2)nc1C | 27 | -9 | i |
| 3 | Cc1ccc(C)c(C(C)NC(=O)c2ccccc2Br)c1 (centres undefined) | 37 | -26 | i |
| 4 | Cc1ccccc1NC(=S)N1CCN(c2ccccc2)CC1 | 2 | -22 | i |
| 5 | COc1ccccc1OCCC(=O)OCCN1C(=O)c2ccccc2C1=O | 25 | -5 | i |
| 6 | COC(=O)c1ccc2nc(NC(=O)C3CCCCC3)sc2c1 | 18 | -22 | i |
| 7 | COc1cc(/C=N/Nc2cc(C)nc(N)n2)ccc1O | 6 | 1 | i |
| 8 | CC1CCc2sc(C(=O)N/N=C/c3ccc(O)cc3)cc2C1 (centres undefined) | 12 | -19 | i |
| 9 | CC1(C)CC(CCN)(Cc2ccccc2Cl)CCO1 (centres undefined) | -3 | -13 | i |
| 10 | Cn1c(N)c(C(=O)COC(=O)c2cc(C3CC3)nc3ccccc23)c(=O)n(Cc2ccccc2)c1=O | 1 | -23 | i |
| 11 | CCOc1nc(-c2ccccc2Cl)nc2ccccc12 | 6 | -16 | i |
| 12 | CC1CC(C)CN(S(=O)(=O)c2ccc(NC(=O)C3CC(=O)N(Cc4ccccc4)C3)cc2)C1 (centres undefined) | 14 | -20 | i |
| 13 | CC(OC(=O)C1CC1)C(=O)Nc1ccc([N+](=O)[O-])cc1Cl (centres undefined) | 34 | -20 | i |
| 14 | O=C(CSc1nnnn1-c1ccccc1)Nc1ccccc1 | 23 | -6 | i |
| 15 | Cn1c(=O)c([N+](=O)[O-])c(NCCCn2ccnc2)c2ccccc21 | 7 | -10 | i |
| 16 | CCn1c(=O)c2ccccc2n(CC(=O)NCCC2=CCCCC2)c1=O | 24 | -13 | i |
| 17 | Nc1c(Br)cc(Br)cc1CNC1CCC(O)CC1 (centres undefined) | 13&9 | -6&-14 | i |
| 18 | CCOc1ccc(N2C(=O)C3C(C2=O)C3(c2ccccc2)c2ccccc2)cc1 (centres undefined) | 3 | -19 | i |
| 19 | CC(C)CNC(=O)C1CCCN(S(=O)(=O)c2ccc(-n3cnnn3)cc2)C1 (centres undefined) | 15 | 6 | i |
| 20 | O=C(NCc1ccco1)C(c1ccco1)N(Cc1cccs1)C(=O)Cn1nnc2ccccc21 (centres undefined) | 25 | -23 | i |

14 compounds out of the list, sorted by SMILES length, lowest first.
| # | compound | OX1R antag-1 | OX1R antag-2 | CHT allo act |
| --- | --- | --- | --- | --- |
| 9 | CC1(C)CC(CCN)(Cc2ccccc2Cl)CCO1 (centres undefined) | -3 | -13 | i |
| 14 | O=C(CSc1nnnn1-c1ccccc1)Nc1ccccc1 | 23 | -6 | i |
| 4 | Cc1ccccc1NC(=S)N1CCN(c2ccccc2)CC1 | 2 | -22 | i |
| 3 | Cc1ccc(C)c(C(C)NC(=O)c2ccccc2Br)c1 (centres undefined) | 37 | -26 | i |
| 6 | COC(=O)c1ccc2nc(NC(=O)C3CCCCC3)sc2c1 | 18 | -22 | i |
| 8 | CC1CCc2sc(C(=O)N/N=C/c3ccc(O)cc3)cc2C1 (centres undefined) | 12 | -19 | i |
| 5 | COc1ccccc1OCCC(=O)OCCN1C(=O)c2ccccc2C1=O | 25 | -5 | i |
| 16 | CCn1c(=O)c2ccccc2n(CC(=O)NCCC2=CCCCC2)c1=O | 24 | -13 | i |
| 13 | CC(OC(=O)C1CC1)C(=O)Nc1ccc([N+](=O)[O-])cc1Cl (centres undefined) | 34 | -20 | i |
| 15 | Cn1c(=O)c([N+](=O)[O-])c(NCCCn2ccnc2)c2ccccc21 | 7 | -10 | i |
| 19 | CC(C)CNC(=O)C1CCCN(S(=O)(=O)c2ccc(-n3cnnn3)cc2)C1 (centres undefined) | 15 | 6 | i |
| 20 | O=C(NCc1ccco1)C(c1ccco1)N(Cc1cccs1)C(=O)Cn1nnc2ccccc21 (centres undefined) | 25 | -23 | i |
| 12 | CC1CC(C)CN(S(=O)(=O)c2ccc(NC(=O)C3CC(=O)N(Cc4ccccc4)C3)cc2)C1 (centres undefined) | 14 | -20 | i |
| 10 | Cn1c(N)c(C(=O)COC(=O)c2cc(C3CC3)nc3ccccc23)c(=O)n(Cc2ccccc2)c1=O | 1 | -23 | i |

The listing continues.
| # | compound | OX1R antag-1 | OX1R antag-2 | CHT allo act |
| --- | --- | --- | --- | --- |
| 21 | Cc1cccc(-n2c(-c3ccco3)nc3nc4ccccc4nc32)c1 | 13 | -4 | i |
| 22 | COc1ccc(/C=C/C(=O)Nc2cccc(N3CCOCC3)c2)cc1OC | 17 | -17 | i |
| 23 | O=C(CCc1nc2ccccc2c(=O)[nH]1)Nc1cc(Cl)ccc1N1CCCC1 | 4 | -26 | . |
| 24 | COc1ccc2c(c1)-c1nc(/N=C/c3cccc(OC)c3O)sc1CC2 | 11 | 0 | i |
| 25 | CCNC(=O)c1ccc(NS(=O)(=O)c2ccc3[nH]c(=O)[nH]c3c2)cc1 | 31 | -11 | i |
| 26 | Cc1cccc(N2CCN(C(=O)c3cc(COc4ccc(F)c(F)c4)on3)CC2)n1 | 9 | -20 | i |
| 27 | CCN(CC(=O)NCc1cccs1)S(=O)(=O)c1cc(NC(C)=O)ccc1OC | -7 | -13 | . |
| 28 | NC(=O)c1nsc(C(=O)N(c2ccccc2F)C(C(=O)NCc2ccc(F)cc2)c2ccc(O)cc2)c1N (centres undefined) | 48 | -2 | i |
| 29 | CCC(C)N1C(=O)CCC1C(=O)NCc1ccc2c(c1)OCO2 (centres undefined) | 8 | -8 | i |
| 30 | COc1cccc(C2C(C(=O)c3ccc(C)o3)=C(O)C(=O)N2CCN2CCOCC2)c1 (centres undefined) | 8 | -13 | i |
| 31 | Cc1cc(C)n(CCCNC(=O)Cn2nnnc2CN2C[C@@H](C)O[C@@H](C)C2)n1 | 9 | -12 | i |
| 32 | O=C(CN1CCN(c2ccc(O)cc2)CC1)NC1CCCc2ccccc21 (centres undefined) | 4 | -19 | i |
| 33 | COc1ccc2nc3n(c(=O)c2c1)-c1ccccc1C(=O)NC3Cc1ccccc1 (centres undefined) | 3 | -25 | . |
| 34 | CC1CN(CC(O)COc2ccccc2C(C)(C)C)CC(C)O1 (centres undefined) | 22 | -18 | i |
| 35 | COc1ccc(NC(=O)c2cn(C)c(=O)c3cc(OC)c(OC)cc23)cc1OC | -1 | -11 | i |
| 36 | O=C(NCCCn1ccnc1)c1nc(Cn2ccc([N+](=O)[O-])n2)no1 | 20 | 4 | i |
| 37 | N/C(COc1ncn(-c2ccccc2)n1)=N\S(=O)(=O)c1ccccc1 | 13 | -13 | i |
| 38 | COc1ccc(OC)c(NC(=O)c2ccc(NS(C)(=O)=O)cc2)c1 | 6 | -22 | i |
| 39 | CCN1c2ccccc2NC2N=C(OC)C(c3ccccc3)C21 (centres undefined) | 26 | -19 | i |
| 40 | Cn1c(CNC(=O)OC(C)(C)C)nnc1SCC(=O)N1CCOCC1 | 16 | -5 | i |

An excerpt from above in order of the OX1R antag-1 value, descending.
#	SMILES	OX1R antag-1
31	Cc1cc(C)n(CCCNC(=O)Cn2nnnc2CN2C[C@@H](C)O[C@@H](C)C2)n1	9
29	CCC(C)N1C(=O)CCC1C(=O)NCc1ccc2c(c1)OCO2 (centres undefined)	8
23	O=C(CCc1nc2ccccc2c(=O)[nH]1)Nc1cc(Cl)ccc1N1CCCC1	4

Next results follow:
| item | smiles | OX1R antag-1 | OX1R antag-2 | CHT allo act |
| --- | --- | --- | --- | --- |
| 41 | Cn1c(SCC(=O)Nc2sccc2C(N)=O)nnc1-c1ccncc1 | 8 | 3 | i |
| 42 | COc1ccc(-c2csc(NC(=S)NC(=O)/C=C/c3ccc(C(C)C)cc3)n2)cc1OC | 31 | -20 | i |
| 43 | CCC(C)NC(=O)c1ccc(N2CCC3(CC2)OCCO3)c([N+](=O)[O-])c1 (centres undefined) | 34 | 5 | i |
| 44 | COc1ccccc1C1(O)C(=O)Nc2ccc(C)cc21 (centres undefined) | 5 | -11 | i |
| 45 | CC1CN(C(=O)COC(=O)c2ccc(Cl)nc2)CC(C)O1 (centres undefined) | 4 | 0 | i |
| 46 | CC1(C)CC(CCNC(=O)CCl)(c2ccccc2)CCO1 (centres undefined) | 2 | -16 | i |
| 47 | COc1cc2c(cc1OC)CN(c1ccc3ccccc3n1)CC2 | 73* | -10 | i |
| 48 | CC(=O)Nc1ccc(NC(=O)C(C)OC(=O)CCC2CCCC2)cc1 (centres undefined) | 4 | -30 | i |
| 49 | COc1ccc(/C=N/NC(=O)c2cccnc2)cc1O | 16 | -12 | i |
| 50 | O=C(c1ccco1)C(O)c1ccco1 (centres undefined) | -5 | -3 | i |
| 51 | C[C@@H]1CC=C[C@H]2[C@H]1C(=O)N(Cc1ccccc1)[C@H]2c1ccc(-c2cc3ccccc3s2)cc1F | 33 | -21 | i |
| 52 | Cn1c(SCC(=O)N2c3ccccc3CCc3ccccc32)nnc1-c1cc2ccccc2cc1O | 0 | -18 | i |
| 53 | CCOC(=O)CSc1nc(NC#N)nc(N(CC)CC)n1 | 25 | -13 | i |
| 54 | CCOC(=O)c1c(C)nn(-c2ncccc2NC(=O)NC(C)C)c1C | 13 | 9 | i |
| 55 | Cc1cccc(NC(=O)c2cccc(Cn3cc(Br)c([N+](=O)[O-])n3)c2)c1C | 25 | -20 | i |

Next part
| item | smiles | OX1R antag-1 | OX1R antag-2 | CHT allo act |
| --- | --- | --- | --- | --- |
| 56 | Cn1cccc1CC(=O)N/N=C/c1ccco1 | 9 | -18 | i |
| 57 | COc1ccc(C(=O)NCCS(=O)(=O)NCCc2ccccc2)cc1 | 6 | -14 | i |
| 58 | O=C(CCCc1c[nH]c2ccccc12)NCC1COc2ccccc2O1 (centres undefined) | 11 | -13 | i |
| 59 | COc1ccc(C(=O)Oc2cc(N)n(S(=O)(=O)c3ccccc3)n2)cc1 | 22 | -8 | i |
| 60 | O=C(Cn1cnc2c(oc3ccccc32)c1=O)N1CCCc2ccccc21 | 9 | -24 | i |
| 61 | CCOC(=O)c1sc(SCC(=O)Nc2ccc(N(C)C)cc2)nc1N | 25 | -21 | i |
| 62 | COc1ccc(C2=NN(C(=O)CSc3ncccn3)C(c3cccc(OC)c3OC)C2)cc1 (centres undefined) | 37 | -13 | i |
| 63 | Cc1cc(C)nc(NS(=O)(=O)c2ccc(NC(=O)c3ccc4c(c3)OCCO4)cc2)n1 | 7 | -9 | i |
| 64 | O=C(CCCCCn1c(=S)[nH]c2ccc(N3CCOCC3)cc2c1=O)NC1CCN(Cc2ccccc2)CC1 | 18 | -19 | i |
| 65 | COc1ccc(SC[C@H](CC(C)C)N2CCN(C)CCC2=O)cc1 | 23 | -18 | i |
| 66 | CCS(=O)(=O)Nc1cccc(C2=NN(S(=O)(=O)c3ccc(C)cc3)C(c3ccco3)C2)c1 (centres undefined) | 9 | -12 | i |
| 67 | COc1ccc2cc3cc(C(=O)Nc4ccc5c(c4)OCO5)oc3nc2c1 | 23 | -18 | i |
| 68 | CC(C)(C)c1cc(C(=O)N/N=C/c2ccc(O)cc2)n(-c2ccccc2)n1 | 9 | -28 | i |
| 69 | CCCn1nnnc1NCc1ccc(N(CC)CC)cc1 | 16 | -18 | i |
| 70 | O=C(CSc1nnnn1-c1ccccc1)Nc1ccc(Cl)cn1 | 11 | 0 | i |

Other results
| item | smiles | OX1R antag-1 | OX1R antag-2 | CHT allo act |
| --- | --- | --- | --- | --- |
| 71 | COc1ccc(NC(=O)c2ccccc2-c2ccc(C(F)(F)F)cc2)cc1S(=O)(=O)N1CCOCC1 | 22 | -2 | i |
| 72 | O=C1c2ccccc2C(=O)N1OS(=O)(=O)c1ccccc1 | 17 | -11 | i |
| 73 | Cc1ccc(C(C(=O)NC2CCCCC2)N(Cc2cccnc2)C(=O)c2csnn2)cc1 (centres undefined) | 14 | -40 | i |
| 74 | C=CCNc1nc(-c2cc3ccccc3o2)cs1 | 11 | -18 | i |
| 75 | COc1cccc(-c2cc(C(=O)N3CC4(C)CC3CC(C)(C)C4)no2)c1 (centres undefined) | 23 | -22 | i |
| 76 | COc1ccc(N/C=C/C(=O)c2sc(-c3ccccc3)nc2C)cc1 | 16 | -27 | i |
| 77 | Cc1cc(=O)[nH]c(SC(C(=O)O)c2ccccc2)n1 (centres undefined) | 16 | -6 | i |
| 78 | CCOC(=O)N1CCN(CC(O)COc2c(C)cc(C)cc2C)CC1 (centres undefined) | -11 | -15 | i |
| 79 | CCOc1ccc(C(=O)Nc2ccc3c(c2)OCO3)cc1OCC | 14 | 7 | i |
| 80 | COc1cc(/C=N/NC(=O)c2ccncc2)cc2c1OCO2 | 2 | 9 | i |
| 81 | Nc1cc(=O)[nH]c(SCc2nnnn2-c2ccc(Cl)cc2)n1 | 19 | -12 | i |
| 82 | Cn1c(O)c(N=NC(=O)CNC(=O)c2cccnc2)c2ccccc21 | 43* | -11 | i |
| 83 | CCn1c(NCc2ccccc2NS(=O)(=O)c2ccc(C)cc2)nc2ccccc21 | 16 | -12 | i |
| 84 | Cc1sc2nc(SCC(=O)Nc3cccc(S(N)(=O)=O)c3)[nH]c(=O)c2c1C | 7 | -1 | . |
| 85 | O=C1Cc2ccccc2C(c2ccccc2)N1 (centres undefined) | 15 | -11 | i |
| 86 | CC(C)(C)NCC(O)COc1cccc2c1CCC(=O)N2 (centres undefined) | 20 | -6 | i |
| 87 | Cc1cc(C)c(NC(=O)COC(=O)C2CCCO2)c(C)c1 (centres undefined) | 15 | -23 | . |
